BRCA1 expr act: BRCA1 expression activation; MCF7-BRCA1-FFLuc reporter, luminescence, 48 h; response scale: scaled: vehicle 0%, 10 µM genistein 100%; 380,000 compounds, 1.1% hits; Potency, µM (titrated, usually from 46.1 µM), inactives show top-dose activation, hits mostly activators; active = well fitted activation curve with a large enough effect; inconclusive = small, poorly fitted or top-dose-only effect; inactive = no such curve, though single readings can be large or run the other way; note: nearly all actives have a fitted effect of over 80% in size; some results filed as inactive show a strong effect at the top dose
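Activators of BRCA1 expression were detected as increased firefly luciferase luminescence in engineered MCF7 cells after 48 h compound incubation. Signals were scaled to genistein 10 microM as full activation.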
Active calls of the source: *; ? = inconclusive; & = joins results of further samples. Potency is the fitted concentration of half-maximal effect.

SMILES	BRCA1 expr act
Cc1csc(=O)n1CCC(=O)OCC(=O)Nc1ccc(N2CCOCC2)cc1	28%
Cc1cc(C)cc(-n2nnc3ccccc3c2=O)c1	0%
COc1ccc(N2C[C@H](Cc3ccccc3)[C@@H](CC(=O)Nc3ccccc3)C2=O)cc1	-2%
CSc1ccc(CN2C(=O)C(C)Oc3c(C(C)=O)cccc32)cc1 (stereo not drawn)	-6%
O=C1NC[C@H](CCCCN2CCN(CC3CCCCC3)C(=O)C2=O)N(CCc2ccccc2)C1=O	12%
CNc1c(Cl)cc(/C=C2\C=Cc3ccccc32)cc1Cl	11%
CCN(CC)c1ncnc2c1ncn2[C@H]1CN(CCOC)C[C@@H](CO)O1	0%
COc1cc(/C=C2/C=Cc3ccccc32)ccc1N(C)C	?
Cn1c(=O)c2cc(NC(=S)NC3CC3)ccc2n1Cc1ccc(F)cc1	1%
CCNC(=O)N(C)[C@H]1C[C@H]2c3[nH]c4ccccc4c3CCN2C[C@H]1[C@H](C)O	1%
Cc1ccc(C(=O)NCC(=O)OCCCn2c(=O)[nH]c3ccccc32)cc1C	11%
COC(=O)[C@]12CCCCC=C1N(CCC1=CCCCC1)C(=O)[C@H](CC(=O)NCc1ccc(OC)c(OC)c1)C2	-14%
CC1(C)CC(Cc2ccc(Cl)nc2)N(C(=O)OC(C)(C)C)C1 (stereo not drawn)	-4%
COc1ccc(CCC(=O)Nc2ccc(S(=O)(=O)NC3=NCCCCC3)cc2)cc1	-1%
COc1cccc(CNC(=O)[C@@H]2CCCN2C(=O)[C@@H]2CCCN2C(=O)c2cccc3ccccc23)c1	11%

Grouped by structure, the entries above with an NH in an aromatic ring
SMILES	BRCA1 expr act
CCNC(=O)N(C)[C@H]1C[C@H]2c3[nH]c4ccccc4c3CCN2C[C@H]1[C@H](C)O	1%
Cc1ccc(C(=O)NCC(=O)OCCCn2c(=O)[nH]c3ccccc32)cc1C	11%

New compounds follow:
SMILES	BRCA1 expr act
CC(=O)Nc1ccc(-c2ccnc3c2CC(C)(C(=O)Nc2ccccc2)O3)cc1 (stereo not drawn)	-4%
CC(NC(=O)C1CCCN1C(=O)OC(C)(C)C)C(=O)OCc1ccccc1 (stereo not drawn)	7%
CCc1cc(-c2nnn(CCC3COCCO3)c2C(C)(C)O)ccc1-c1cn(CCc2c[nH]c3ccccc23)nn1 (stereo not drawn)	0%
CCc1nc2ccc(C(=O)Nc3ccc4c(c3)OCC(=O)N4)cn2c1N(C)C(=O)Cc1ccccc1	-13%
N#Cc1ccc2[nH]cc(C3c4cc(F)ccc4C=C(c4ccsc4)N3c3ccc(C#CCCO)cc3)c2c1 (stereo not drawn)	-54%
CCOC(=O)C1(C)CCCN(C(=O)c2cc(F)cc(F)c2)C1 (stereo not drawn)	14%
CC(C)(C)c1ccc(C(=O)N2CCOC23CCCCC3)cc1	1%
CCOC(=O)C1=CCN(S(=O)(=O)c2ccc(C)cc2)C1c1ccc(Br)cc1 (stereo not drawn)	-18%
Cc1ccc2c(C)c(C(=O)NCC3CCOCC3)oc2c1C	-11%
O=S(=O)(c1ccccc1Cl)N1CCN(c2nc(-c3cccs3)nc3ccccc23)CC1	-15%&0%
COc1ccccc1CNc1nc(Nc2cccc(-c3cnco3)c2)c2sccc2n1	-69%
COc1ccc(S(=O)(=O)NC(=O)C2(C)CCN2C(=O)Cc2ccc(-c3ccccc3)cc2)cc1 (stereo not drawn)	1%
O=S1(=O)CCN(C2CCCCCCCCCCC2)CC1	-13%
COC(=O)c1ccccc1NC(=O)CSc1nc2ccsc2c(=O)n1Cc1ccc(C(=O)O)cc1	2%
C1=C(c2cn(-c3nc4ccccc4s3)nn2)CCCC1	11%

An excerpt from above in order of heavy-atom count, ascending.
SMILES	BRCA1 expr act
CCN(CC)c1ncnc2c1ncn2[C@H]1CN(CCOC)C[C@@H](CO)O1	0%
COc1ccc(CCC(=O)Nc2ccc(S(=O)(=O)NC3=NCCCCC3)cc2)cc1	-1%
COc1cccc(CNC(=O)[C@@H]2CCCN2C(=O)[C@@H]2CCCN2C(=O)c2cccc3ccccc23)c1	11%

The list continues.
SMILES	BRCA1 expr act
CCc1nc2c(OCc3cccc(Cl)c3)cccn2c1N(C)C(=O)c1ccc(OC)cc1	-10%
COCCNC(=O)C1(C)CCCN(Cc2cc(C(F)(F)F)ccc2Cl)C1 (stereo not drawn)	-5%
CC1(C(=O)NCc2ccco2)Cc2c(-c3ccc4c(c3)OCO4)ccnc2O1 (stereo not drawn)	-61%
COc1ccc(F)cc1-c1cc(NC(C)=O)c2ncc(-c3cc(OC)c(OC)c(OC)c3)n2c1	-29%
COc1ccc(CN(Cc2ccccc2)C(C)=O)cc1COc1ccc(NC(C)=O)cc1	0%
COc1ccc(S(=O)(=O)NC(=O)C2(C)CCN2C(=O)CC2CCCCC2)cc1OC (stereo not drawn)	19%
CCOc1ccc(CCN2C(=O)C(=O)N([C@@H](Cc3ccc(O)cc3)CN3CCC[C@H]3CN3C(=O)C(=O)NC[C@@H]3Cc3ccccc3)C[C@@H]2Cc2ccc(O)cc2)cc1	-8%
Cc1ccc(Nc2n[nH]c(=S)s2)c(C)c1	4%
Cc1[nH]c2ccccc2c1/C=C/c1c[nH]c2ccccc12	-1%
Cc1ccc(C(=O)C=Cc2ccc3c(c2)OCO3)c(C)c1	54%
CC1=C(C(=O)N(C(C)C)C(C)C)CC(CC(=O)NCCc2ccccn2)C(=O)N1CCC1=CCCCC1 (stereo not drawn)	18%
OC(c1cccc(Cl)c1)c1nc(-c2ccoc2)cs1 (stereo not drawn)	1%
COCCN1C(=O)COc2ccccc2C1C(=O)NC(C)(C)C (stereo not drawn)	13%
COc1cc(CN2C[C@@H](CO)O[C@@H](n3cnc4c(NC5CCC5)ncnc43)C2)cc(OC)c1OC	8%
Oc1cc2cc(-c3csc(-c4ccc(F)cc4)n3)cc3c2n1CCC3	13µM*
O=C(NCCCN1CCCC1)c1[nH]c(C(F)(F)F)nc1-c1ccccc1	12%
Cc1cc(C)c(C(=O)Nc2ccc3c(c2)OCCO3)c(C)c1	?
CCOC1=C2CN(S(=O)(=O)c3ccc(C)cc3)[C@H](c3ccccc3)C[C@@H]2N(S(=O)(=O)c2ccc(C)cc2)[C@H](c2cccs2)C1	7%
CC(C)c1ccc(CC(=O)N2CCC2(C)C(=O)Nc2cnc3ccccc3c2)cc1 (stereo not drawn)	0%
Brc1ccc[n+](CCC2CCCCC2)c1	-16%
CC(C)(C)C(=O)c1c(N)[nH]c(C(=O)c2ccccc2)c1-c1ccc(Cl)cc1	-5%
O=C(NCc1cc(C(F)(F)F)cc(C(F)(F)F)c1)c1cc(-c2cc(F)ccc2OCC2CCCO2)n[nH]1 (stereo not drawn)	13%
CC1C(=O)N(Cc2cn(Cc3ccco3)nn2)CCS(=O)(=O)N1Cc1ccc(-c2ccc(F)cc2)cc1 (stereo not drawn)	-21%
Cc1ccccc1NC(=O)c1cc(S(=O)(=O)N2CCCCC2)ccc1N1CCOCC1	-5%
CC1(C(=O)NCC2CC2)Cc2c(-c3cccc(C(F)(F)F)c3)ccnc2O1 (stereo not drawn)	-41%
COc1ccc(C(=O)N2CCC2(C)C(=O)NC(C)C)c(OC)c1 (stereo not drawn)	13%
CCOC(=O)C1(C)CCN1C(=O)c1cc(OC)ccc1Br (stereo not drawn)	0%
O=C(/C=C/[C@H]1O[C@@H](n2cnc3c(NC(=O)c4ccccc4)ncnc32)[C@H](O)[C@@H]1O)NCCc1ccc(F)cc1	2%
CC(=O)Nc1nnc([N+](=O)[O-])s1	-41%
CCOC(=O)Cc1ccc(Nc2nc3cc(-c4sccc4C)sc3c(=O)n2C)cc1	-40%

Fetched by compound from above, 3 records:
SMILES	BRCA1 expr act
Cc1ccccc1NC(=O)c1cc(S(=O)(=O)N2CCCCC2)ccc1N1CCOCC1	-5%
CC1C(=O)N(Cc2cn(Cc3ccco3)nn2)CCS(=O)(=O)N1Cc1ccc(-c2ccc(F)cc2)cc1 (stereo not drawn)	-21%
Brc1ccc[n+](CCC2CCCCC2)c1	-16%

More structures.
SMILES	BRCA1 expr act
COc1cc(OC)c(NS(=O)(=O)c2cc(C(=O)NCCCN3CCOCC3)ccc2C)cc1Cl	-26%
CC1(C(=O)NS(=O)(=O)c2cccc(C#N)c2)CCN1C(=O)Cc1ccc(-c2ccccc2)cc1 (stereo not drawn)	8%
CCCc1c(C(=O)N/N=C/c2ccoc2)nnn1-c1nonc1N	-5%
COCCNc1nc(Nc2ccc(C#N)cc2)c2sccc2n1	-35%
CC1(C(=O)NS(=O)(=O)Cc2cccc(Cl)c2)CCN1C(=O)Cc1cccs1 (stereo not drawn)	2%
CCOc1ccc(CCNC(=O)COC(=O)c2[nH]c(C)c(C(C)=O)c2C)cc1OCC	-1%
COc1ccc(Cl)cc1CN1C(=O)C(Cc2ccccc2)ON=C1C (stereo not drawn)	-10%
CCOC(=O)C1=C(COC(=O)Cc2ccccc2[N+](=O)[O-])NC(=O)NC1C (stereo not drawn)	-6%
CCCNC(=O)C1(C)CCCN(Cc2ccc(Oc3ccccc3)cc2)C1 (stereo not drawn)	0%
COc1ccc(OC)c(NC(=O)C2(C)CCN2C(=O)C2(c3ccccc3)CCCC2)c1 (stereo not drawn)	-31%
COCc1cccc(-c2csc(C(NC(C)=O)c3cccc(F)c3)n2)c1 (stereo not drawn)	11%
CC(C)(C)c1ccc(CC(=O)N2CCC2(C)C(=O)NS(=O)(=O)c2cccc(F)c2)cc1 (stereo not drawn)	0%
C#Cc1cccc(Nc2nc(NCc3ccccc3OC)nc3ccsc23)c1	-44%
CC(C)CNC(=S)N1CCC(C(=O)c2ccc(Cl)cc2)CC1	-49%
Cc1ccc(S(=O)(=O)N2C[C@H]3[C@H]4C(=O)N(Cc5ccccc5)C(=O)[C@H]4CC(=O)[C@H]3[C@@H]2c2ccccc2Cl)cc1	-4%

2 of the compounds above, bar-delimited.
mol | BRCA1 expr act
CCOc1ccc(CCN2C(=O)C(=O)N([C@@H](Cc3ccc(O)cc3)CN3CCC[C@H]3CN3C(=O)C(=O)NC[C@@H]3Cc3ccccc3)C[C@@H]2Cc2ccc(O)cc2)cc1 | -8%
Cc1ccc(Nc2n[nH]c(=S)s2)c(C)c1 | 4%

Next results
SMILES	BRCA1 expr act
Cc1cccc(C)c1NC(=O)CN(C)CCc1ccccc1	19%
COCCn1c(SCC(=O)N2CCCC2=O)nnc1-c1ccncc1	1%
O=C(/C=C/[C@H]1O[C@@H](n2ccc(=O)[nH]c2=O)[C@H](O)[C@@H]1O)NC(c1ccccc1)c1ccccc1	6%
CCc1nc2c(OCc3ccccc3C)cccn2c1N(C)C(=O)C(C)C	8%
CC1(C(=O)Nc2ccc3c(c2)OCO3)CCN1C(=O)Cc1ccc(-c2ccccc2)cc1 (stereo not drawn)	-49%
Cc1n[nH]c(=O)n(N=Cc2cccs2)c1=O	20%
CCCCCC(=O)N1C[C@@H](n2cc(COC(=O)c3ccccc3)nn2)[C@H](O)C[C@@H]1c1ccc(Cl)cc1	-30%
CC(=O)c1cccc(NC(=O)C2Cc3c(-c4cccc(F)c4)ccnc3O2)c1 (stereo not drawn)	-17%
CC(C)n1nnnc1C1c2ccccc2C(=O)N1CCCn1ccnc1 (stereo not drawn)	15%
N#Cc1cccc(N2[C@@H](Cc3cc4ccccc4n3Cc3ccccc3)COC[C@H]2Cc2ccc3ccccc3c2)c1	-8%
CCc1nc2c(OCC(=O)N(C)C)cccn2c1N(C=O)Cc1ccc(OC)cc1	13%
COCCNC(=O)C1(C)Cc2c(-c3ccc(NC(C)=O)cc3)ccnc2O1 (stereo not drawn)	-7%
Cc1ccc(F)c(S(=O)(=O)NC(=O)C2(C)CCN2C(=O)Cc2ccccc2)c1 (stereo not drawn)	54%
COCCN(C(=O)COC(=O)C1CCCCC1)c1c(N)n(Cc2ccccc2)c(=O)[nH]c1=O	-5%
CCN1CCN(S(=O)(=O)c2ccc(Cl)c(C(=O)N(C)C3CCCCC3)c2)CC1	-2%
COc1ccc(CC(=O)NO)cc1	0%
O=C(COC(=O)c1ccc(F)c(S(=O)(=O)N2CCOCC2)c1)Nc1ccc(Cl)cn1	-9%
CC1C(=O)N(Cc2cn(CCC3OCCO3)nn2)CCS(=O)(=O)N1Cc1ccc(-c2ccncc2)cc1 (stereo not drawn)	16%
O=C(NCc1ccccc1)c1cc(C2COCCN2C(=O)OCCF)on1 (stereo not drawn)	43%
O=C(Nc1cccc(Oc2ccccc2)c1)C1Cc2c(-c3ccccc3)ccnc2O1 (stereo not drawn)	0%
Nc1ccn([C@@H]2O[C@H](CNCc3ccc(C#CCCO)cc3)[C@@H](O)[C@H]2O)c(=O)n1	20%
CC(C)c1ccc(C(=O)N2CCCC(c3cc(C(=O)Nc4ccccc4Cl)no3)C2)cc1 (stereo not drawn)	0%
COc1cc(NC(=O)CSc2nnc3c4ccccc4n(C)c3n2)cc(OC)c1OC	0%
CCN(CC)CCn1c(=S)[nH]c2cc(C(=O)NCCc3ccc(OC)c(OC)c3)ccc2c1=O	-19%
CC(C)CC1C(=O)N(Cc2cn(CC3CCCCC3)nn2)CCS(=O)(=O)N1Cc1ccc(-c2cccc(CO)c2)cc1 (stereo not drawn)	-74%
Cc1cn([C@H]2C[C@H](O)[C@@H](CNC/C=C/c3ccccc3[N+](=O)[O-])O2)c(=O)[nH]c1=O	3%
OCc1ccccc1-c1cnc2sc(NCc3ccc(F)cc3)nn12	-23%
Cc1sc2ncn(/N=C/c3cn(-c4ccccc4)nc3-c3ccccc3)c(=O)c2c1C	5%
O=C(NCCN1CCC(n2c(=O)[nH]c3ccccc32)CC1)c1ccccc1	24%
C[C@H](c1ccccc1)N1C[C@@H](COCc2ccccc2)Oc2cc(N3CC[C@H](N(C)C)C3)ccc2S1(=O)=O	-17%
O=C(CSc1nc2cccc(F)c2c(=O)n1-c1ccccc1)Nc1ccc2c(c1)CCC2	0%
CNC(=O)C1Cc2c(-c3cccc(F)c3)ccnc2O1 (stereo not drawn)	8%
CCOC(=O)[C@]12CCCC=C1N(Cc1ccc3c(c1)OCO3)C(=O)[C@H](CC(=O)NCCC(C)C)C2	5%

Source: PubChem BioAssay (National Center for Advancing Translational Sciences (NCATS))

Not all compounds are listed. The share of hits here may be higher or lower than overall.
